Screens (PubChem)
SENP7 block: SENP7 protease inhibitors, primary screen, biochemical, luminescence, uHTS; recombinant SENP7, Z-RLRGG-aminoluciferin luminescence, 40 min; hit rate 1.5% among 330,000; inhibition, % at 5 µM; AID 434973, 2010;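 active = inhibition above about 50% at the single test dose, limit read from the data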;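 note: plate controls were DMSO with enzyme for no effect and no enzyme buffer wells for full effect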
SENP8 block-1: SENP8 protease inhibitors, primary screen, biochemical, luminescence. Sentrin-specific protease 8 (Homo sapiens), Q96LD8. purified SENP8, Z-RLRGG-aminoluciferin cleavage. inhibition, % at 10 µM. hit rate 1.2% among 330,000. AID 2540, 2010; in the data active = inhibition above about 50%
A3G deaminase: APOBEC3G DNA deaminase inhibitors, primary screen, biochemical, fluorescence, single-stranded DNA substrate, uHTS; DNA dC->dU-editing enzyme APOBEC-3G (Homo sapiens), Q9HC16; recombinant A3G, ssDNA deamination FAM/TAMRA fluorescence; AID 493012, 2011; hit rate 0.28% among 330,000; inhibition, % at 20 µM;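 active = inhibition of at least 40% at 20 µM, with no more than 30% in the related APOBEC3A deaminase screen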;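 note: plate controls were DMSO wells with A3G for no effect and wells lacking A3G enzyme for full effect; some compounds called inactive have numbers as strong as hits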
SENP6 inh: SENP6 protease inhibitors, primary screen, biochemical, luminescence, uHTS | Sentrin-specific protease 6 (Homo sapiens), Q9GZR1 | inhibition, % at 10 µM | AID 2599, 2010 | hit rate 1.8% among 330,000 | Recombinant SENP6 catalytic domain, aminoluciferin luminescence;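 active = inhibition above about 50% at the single tested dose, limit read from the data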;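 note: plate controls were DMSO wells with enzyme for no effect and DMSO wells lacking enzyme for full effect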
Target sequence (Q9GZR1 628-1112 limits assumed): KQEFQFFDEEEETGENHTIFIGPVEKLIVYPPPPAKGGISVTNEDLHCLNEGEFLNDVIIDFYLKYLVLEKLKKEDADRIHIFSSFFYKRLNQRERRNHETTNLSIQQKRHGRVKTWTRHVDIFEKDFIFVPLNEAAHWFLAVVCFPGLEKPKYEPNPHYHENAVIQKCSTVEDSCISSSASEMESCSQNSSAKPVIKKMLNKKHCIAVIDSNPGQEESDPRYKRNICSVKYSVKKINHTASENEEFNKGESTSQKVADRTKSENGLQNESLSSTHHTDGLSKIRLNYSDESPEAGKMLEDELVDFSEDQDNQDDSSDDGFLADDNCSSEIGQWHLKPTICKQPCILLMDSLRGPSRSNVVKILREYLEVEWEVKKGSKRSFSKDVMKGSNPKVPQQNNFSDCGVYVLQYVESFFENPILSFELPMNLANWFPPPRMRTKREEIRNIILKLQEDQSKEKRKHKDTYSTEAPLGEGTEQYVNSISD
UBC13 inh: UBC13 polyubiquitin chain formation inhibitors, primary screen, biochemical, TR-FRET, uHTS. Ubiquitin-conjugating enzyme E2 N (Homo sapiens), P61088. inhibition, % at 20 µM. hit rate 0.47% among 330,000; in the data active = inhibition above about 45%, passing the limit was not always enough
Target sequence (P61088 whole entry, looked up): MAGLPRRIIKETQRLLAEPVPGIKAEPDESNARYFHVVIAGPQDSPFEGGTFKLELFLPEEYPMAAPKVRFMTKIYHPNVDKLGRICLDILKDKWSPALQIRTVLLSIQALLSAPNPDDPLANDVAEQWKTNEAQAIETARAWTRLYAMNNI
SENP1 inh: human SENP1 catalytic domain inhibitors, primary screen, biochemical, FRET, uHTS. Sentrin-specific protease 1 (Homo sapiens), Q9P0U3. recombinant SENP1 catalytic domain, CyPet-SUMO1-YPet FRET cleavage. inhibition, % at 10 µM. hit rate 0.21% among 360,000. AID 624204, 2012;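 active = inhibition at least 30% at 10 µM, raw YFP signal under a set limit, fluorescence ratio 0.5 to 1.5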;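 note: 0% = enzyme with DMSO and 100% = no enzyme wells; some results filed as inactive read as strong as hits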
Target sequence (Q9P0U3 419-644 limits assumed): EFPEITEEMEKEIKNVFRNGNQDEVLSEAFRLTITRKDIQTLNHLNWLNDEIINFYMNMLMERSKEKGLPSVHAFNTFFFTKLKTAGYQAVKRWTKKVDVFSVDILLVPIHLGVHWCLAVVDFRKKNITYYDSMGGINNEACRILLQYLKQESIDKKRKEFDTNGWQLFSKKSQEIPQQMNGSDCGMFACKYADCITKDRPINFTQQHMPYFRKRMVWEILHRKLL
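Test system: human SENP1 catalytic domain; medium: Tris pH 8 buffer plus EDTA, NaCl, BME, BSA, NP40, catalase; incubation: 50 min reaction at room temperature; technique: FRET, CFP and YFP emission; controls: no-enzyme low control and enzyme-plus-DMSO high control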
Apaf1 inhib: inhibitors of human Apaf-1 apoptosome, primary screen, biochemical, DEVD-Rh110 fluorescence, uHTS; inhibition, % at 20 µM; reconstituted apoptosome caspase-3 activity; Apoptotic protease-activating factor 1 (Homo sapiens), O14727; hit rate 0.71% among 330,000; AID 489030, 2010; active = inhibition of at least 40% at 20 µM;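 note: plate controls were DMSO wells for no effect and DEVD-CHO caspase inhibitor wells for full effect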
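Material: cell-free apoptosome with Apaf-1, procaspase-3 and caspase-9; Buffer or medium: Hepes pH 7.5 with detergent and BSA; Reagent: cytochrome c trigger plus (Z-DEVD)2-Rh110 caspase-3 substrate; Times: compound with Apaf-1, dATP, procaspase-3 30 min, then 50 min reaction, room temperature; Technique: Rh110 fluorescence intensity.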
SENP8 block-2: human SENP8 protease inhibitors, primary screen, biochemical, fluorescence, Nedd8 protein substrate, uHTS. Sentrin-specific protease 8 (Homo sapiens), Q96LD8. recombinant SENP8. inhibition, % at 20 µM. hit rate 0.64% among 360,000. AID 602440, 2012; in the data active = inhibition mostly above about 40%, no sharp cut-off; inactive = mostly below about 27%
* hit, by the source's call; i = inactive; . = no result given. Random draw from the library (roughly 3.6% active in at least one column).

No.	Structure	Apaf1 inhib	SENP7 block	SENP8 block-1	SENP8 block-2	SENP6 inh	A3G deaminase	UBC13 inh	SENP1 inh
1	COc1ccc(-c2nnc(N3CCC(C)CC3)c3ccccc23)cc1	21	0	2	18	-1	-4	0	-1
2	CCOC(=O)c1[nH]c2ccc(Br)cc2c1NC(=O)CCN1CCCC(C)(C)C1	22	3	-5	-52	-20	30	-9	0
3	Cc1c(Cl)ccc(S(=O)(=O)NCCCn2ccnc2)c1Cl	5	-2	-10	4	-9	-3	9	-1
4	C=C(C)c1cccc(C(C)(C)NC(=O)NC2CCN(Cc3ccccc3)CC2)c1	10	4	-6	19	-5	1	2	-6
5	O=S(=O)(NC1CCCCC1)c1cccc2nsnc12	-2	8	6	13	6	-6	-8	1
6	COc1ccc2c(c1OC)C(=O)O[C@@H]2[C@H]1c2c(cc3c(c2OC)OCO3)CCN1C	-6	3	-3	44*	6	-7	4	0
7	CCCn1c(SC/C(O)=C(\C#N)c2nc3ccccc3[nH]2)n[nH]c1=O	-9	1	1	-46	1	-7	0	-61
8	COc1ccc(CCNC(=O)CSc2nc3ccsc3c(=O)n2CC2CCC(C(=O)O)CC2)cc1OC (stereo unspecified)	-1	4	-4	6	7	-1	-5	3
9	CN(C(=O)C1CCOC1)c1nnc(-c2cccnc2)s1 (stereo unspecified)	-11	6	-7	12	-5	-5	1	1
10	O=C(O)/C=C/c1cccc2c1OCCO2	-6	5	-4	10	5	11	-3	0
11	CN(C)c1nc(NCc2ccccc2)nc(SCC(N)=O)n1	4	8	-3	5	-11	0	-3	1
12	COc1cc(/C=C/C(=O)OCC(=O)NCCCc2ccccc2)cc(OC)c1OC	11	-3	-2	i	-17	-1	5	1
13	CN(CC(=O)Nc1cccc(F)c1)C(=O)c1ccc(N2C(=O)c3ccccc3C2=O)cc1	2	4	-11	4	-9	8	-6	1
14	COc1cc(C(=O)NCCc2ccc3c(c2)OCCO3)ccc1OCC(=O)N1CCOCC1	-6	-2	2	-1	-7	-6	10	-6
15	O=C(Cc1ccc(F)cc1)Nc1nnc(SCC(=O)N2CCCCC2)s1	-9	-4	9	6	-2	-3	5	2

Single records (already shown):
COc1ccc2c(c1OC)C(=O)O[C@@H]2[C@H]1c2c(cc3c(c2OC)OCO3)CCN1C is entered as Apaf1 inhib: -6; SENP7 block: 3; SENP8 block-1: -3; SENP8 block-2: 44*; SENP6 inh: 6; A3G deaminase: -7; UBC13 inh: 4; SENP1 inh: 0
C=C(C)c1cccc(C(C)(C)NC(=O)NC2CCN(Cc3ccccc3)CC2)c1 is entered as Apaf1 inhib: 10; SENP7 block: 4; SENP8 block-1: -6; SENP8 block-2: 19; SENP6 inh: -5; A3G deaminase: 1; UBC13 inh: 2; SENP1 inh: -6

The results go on.
No.	Structure	Apaf1 inhib	SENP7 block	SENP8 block-1	SENP8 block-2	SENP6 inh	A3G deaminase	UBC13 inh	SENP1 inh
16	O=C(COc1cccc2cccnc12)NCC(F)(F)F	2	1	3	19	-6	0	-4	3
17	CC1CCCC(C)N1/N=C/c1ccc(Cl)cc1 (stereo unspecified)	-6	-2	1	21	-7	-4	1	-3
18	Cc1ccccc1CN(C)C(=O)c1ccc2ccccc2n1	8	0	-1	10	-14	-14	6	0
19	Cc1ccc(S(=O)(=O)N(C)/N=C2/C(=O)N(CC(=O)O)c3ccccc32)cc1	-3	-4	4	14	-17	2	-2	1
20	CC1(C(=O)NC2CCCC2)CCC(=O)N1Cc1cccs1 (stereo unspecified)	-6	2	3	10	-3	-6	-4	0
21	CCN(CC(=O)Nc1c(F)cccc1F)C(=O)C1CC(=O)N(CCc2ccccc2)C1 (stereo unspecified)	14	3	1	12	-6	-4	5	-4
22	O=C(NCC1CCCO1)c1cn(Cc2ccccc2)nc1-c1ccccc1 (stereo unspecified)	-3	6	-5	16	-4	-7	2	0
23	COc1ccc(S(=O)(=O)N2CCCCC2)cc1NC(=O)COc1ccccc1	20	-11	-9	6	-6	-10	-3	0
24	Oc1ccccc1C=Nc1ccccc1-c1nc2ccccc2[nH]1	10	-4	-11	-283	-21	-8	2	-5
25	COc1cc(OC)cc(C2C(C#N)=C(N)Oc3n[nH]c(-c4cccnc4)c32)c1 (stereo unspecified)	1	3	1	12	-2	-3	-6	-10
26	CC(CCc1ccco1)NC(=O)CCc1nnc2ccc(NCc3ccccc3)nn12 (stereo unspecified)	3	8	4	-18	11	-2	-3	-4
27	O=C(N/N=C/c1cccnc1)c1ccco1	-16	11	4	14	-4	-8	0	2
28	COCCSc1ccccc1C(=O)Nc1ccc(Cl)cc1	5	7	-1	15	8	-3	4	1
29	CC(=O)Nc1ccc(NC(=O)c2c(-c3ccccc3Cl)noc2C)c(C)c1	7	-4	3	1	-1	-7	7	3
30	Cc1cc2oc(=O)cc(-c3ccccc3)c2c(C)c1-c1ccc(F)c(Cl)c1	15	6	.	6	.	14	.	-1
31	O=C(CSc1oc(-c2ccccc2)nc1S(=O)(=O)c1ccccc1)NCC1CCCO1 (stereo unspecified)	-12	-4	-9	-8	-8	-5	3	1
32	C=CCNC(=O)CC(=O)N/N=C/c1cccc(C)c1	0	-9	-8	1	5	3	-6	3
33	O=C(c1csc2c1CCCCC2)N1CCN(c2ncccn2)CC1	-17	8	-15	-11	-35	-1	-1	-2
34	COc1ccnc(Oc2ccccc2)n1	-5	-4	-6	0	-22	-7	-9	2
35	CCOc1ccc(S(=O)(=O)N(CC)CC(=O)NCc2ccncc2)cc1	11	4	-6	7	-11	2	4	0
36	CCCCc1ccc(NC(=O)CSC2=NN3CCCC(=O)N=C3S2)cc1	8	4	1	12	-23	-5	-2	0
37	CC(=O)Nc1ccc(S(=O)(=O)N(C)CC(=O)Nc2ccc(F)c(F)c2F)cc1	-28	-5	7	2	-4	-8	6	0
38	CC(C)(O)C#Cc1ccc(CN2CCN(CCc3ccccc3)C(CCO)C2)s1 (stereo unspecified)	2	8	13	9	8	-4	-3	-2
39	O=C(Nc1ccccc1C(=O)OC1CCOC1=O)c1ccco1 (stereo unspecified)	14	-9	-5	-10	-7	-7	-6	2
40	CCN(CC)S(=O)(=O)c1ccc(NC(=O)COC(=O)c2cc(S(=O)(=O)Nc3ccc(OC)cc3)ccc2O)cc1	-2	3	-3	-291	10	-9	8	-1
41	COC(=O)Cn1c(=O)c(C)nc2ccccc21	-6	2	-2	-150	22	0	-9	2
42	CN(Cc1cc(=O)n2ccsc2n1)C1CCCCC1	3	-13	-9	-210	-6	-7	-10	-3
43	CCOc1nc(C)ccc1-c1noc(-c2ccco2)n1	-1	-4	1	10	-2	-1	0	-2
44	CC(C)Cn1cc(Cl)c(=O)n(CC(C)C)c1=O	-2	-4	-5	9	-23	-7	0	2
45	Cc1cc(/C=C2\C(=N)N3N=CSC3=NC2=O)c(C)n1Cc1ccccc1	16	1	-7	-84	9	18	-5	-32
46	CCOC(=O)C1CCN(Cc2cc(Cl)c3ccccc3c2O)CC1	27	3	-2	-314	12	-6	9	-5
47	CC1CCCCN1C(=O)c1ccc(NC(=O)c2ccccc2Cl)cc1 (stereo unspecified)	1	-5	-12	-7	-7	-10	11	3
48	O=C(O)c1ccc(COc2ccc(/C=N/NC(=O)c3cccs3)cc2)cc1	4	7	1	-33	6	17	0	1
49	CC(C)NC(=O)NC(=O)COC(=O)c1cccc(OC(F)F)c1	-2	-2	0	13	-1	-3	9	-1
50	C/C(N)=C(/C#N)C(=O)COC(=O)c1cc(S(=O)(=O)N2CCCCC2)ccc1C	-3	5	1	12	-5	-3	2	3
51	CC(C)CC(COCc1ccc(Cl)cc1)N1CCN(C(=O)c2ccc(C(F)(F)F)cc2)CCC1=O (stereo unspecified)	27	1	-4	-1	-9	18	24	3
52	Cn1c2ccccc2c2cc(/C=N/NC(=O)c3ccc(O)cc3O)ccc21	9	-15	-10	-361	-9	-4	-5	-9
53	O=C(CN(Cc1ccc(Cl)cc1)C(=O)CNS(=O)(=O)c1ccccc1)NCC1CCCO1 (stereo unspecified)	2	-4	1	8	-9	2	-1	1
54	CCOC(=O)C1=C(C)NC(SC)=NC1c1ccccc1 (stereo unspecified)	-1	5	2	12	0	16	5	0

In the list so far, nine have an aryl methoxy group.
No.	Structure	Apaf1 inhib	SENP7 block	SENP8 block-1	SENP8 block-2	SENP6 inh	A3G deaminase	UBC13 inh	SENP1 inh
1	COc1ccc(-c2nnc(N3CCC(C)CC3)c3ccccc23)cc1	21	0	2	18	-1	-4	0	-1
6	COc1ccc2c(c1OC)C(=O)O[C@@H]2[C@H]1c2c(cc3c(c2OC)OCO3)CCN1C	-6	3	-3	44*	6	-7	4	0
8	COc1ccc(CCNC(=O)CSc2nc3ccsc3c(=O)n2CC2CCC(C(=O)O)CC2)cc1OC (stereo unspecified)	-1	4	-4	6	7	-1	-5	3
12	COc1cc(/C=C/C(=O)OCC(=O)NCCCc2ccccc2)cc(OC)c1OC	11	-3	-2	i	-17	-1	5	1
14	COc1cc(C(=O)NCCc2ccc3c(c2)OCCO3)ccc1OCC(=O)N1CCOCC1	-6	-2	2	-1	-7	-6	10	-6
23	COc1ccc(S(=O)(=O)N2CCCCC2)cc1NC(=O)COc1ccccc1	20	-11	-9	6	-6	-10	-3	0
25	COc1cc(OC)cc(C2C(C#N)=C(N)Oc3n[nH]c(-c4cccnc4)c32)c1 (stereo unspecified)	1	3	1	12	-2	-3	-6	-10
34	COc1ccnc(Oc2ccccc2)n1	-5	-4	-6	0	-22	-7	-9	2
40	CCN(CC)S(=O)(=O)c1ccc(NC(=O)COC(=O)c2cc(S(=O)(=O)Nc3ccc(OC)cc3)ccc2O)cc1	-2	3	-3	-291	10	-9	8	-1
